# Growth percent in the NCI-60 one-dose screen (48 h, 10 µM unless noted): 100 = growth as untreated, 0 = no growth, -100 = all killed.
# SF-539 – SF-539 CNS cancer; 81,000 tested, 6.8% active
# DU-145 – DU-145 prostate cancer; 81,000 tested, 4.2% active
# SNB-19 – SNB-19 CNS cancer cells | 81,000 tested, 2.5% active | AID 1794751
# HCC-2998 – HCC-2998 colon cancer | 79,000 tested, 4.7% active | AID 1794799
# SF-268 – SF-268 CNS cancer cells; 82,000 tested, 3.1% active; AID 1794759
# SNB-75 – SNB-75 CNS cancer | 79,000 tested, 5% active | AID 1794750
# SF-295 – SF-295 CNS cancer cells; 79,000 tested, 5.6% active
# U251 – U251 CNS tumor cells. AID 1794753. 80,000 tested, 5.4% active
# PC-3 – PC-3 prostate cancer cells | 80,000 tested, 3.9% active | AID 1794754
# Numbers without * were called inactive; · = no result given; & = joins results of further samples. How the source made its calls: active means growth percent below 10; inactive means the rest.
# Under each structure: SF-539	DU-145	SNB-19	HCC-2998	SF-268	SNB-75	SF-295	U251	PC-3
O=c1[nH]c(-c2ccc(Cl)cc2)nc2sc3c(c12)CCCC3
→ 72.1	63.9	76.6	108.9	50.7	57.9	32.9	54.3	93.2
CC(=O)Nc1ccc(CC(=O)N2CCN(c3ccc(C(F)(F)F)cn3)CC2)cc1
→ 97.3	105.7	96.9	108.5	101.0	96.1	81.2	99.0	89.7
COc1ccc(OC)c(/C=C2\Oc3cc(OCCN4CCCC4)ccc3C2=O)c1
→ 84.7	96.5	94.3	98.7	93.7	95.7	101.1	89.5	91.5
COc1ccc(CNc2nc3ncc(C(F)(F)F)cc3nc2C(=O)O)cc1
→ 97.6	111.7	94.1	110.1	105.4	102.8	107.4	101.2	108.8
O=C(O)C1(c2ccccc2)CC1
→ 98.4	110.2	100.9	98.6	108.5	73.3	78.8	97.8	112.0
Cc1ccccc1-c1ccc2c3c(cccc13)C(=O)N(N1C(=O)c3cccc4cccc(c34)C1=O)C2=O
→ 94.9	110.5	99.5	118.0	101.5	86.1	105.0	110.9	100.7
CCC1(CCC(C)C)SC(N)=NC1=O (configuration not stated)
→ 102.7&105.5	106.8&105.2	125.2&103.0	99.6&104.2	99.4&96.9	99.4&88.4	103.8&88.3	102.2&93.3	98.5&89.3
Cc1cc(=O)[nH]c(=S)[nH]1
→ 116.4&106.3	111.9&111.6	101.4&102.8	104.2&99.4	90.1&108.8	90.0&97.1	118.3&95.5	97.5&95.9	90.8&104.2
CCCCCCCSc1nnc(-c2c(C)nc3ccc(Cl)cn23)o1
→ 93.9	105.2	95.8	90.8	106.4	95.3	96.0	100.5	95.6
O=C(N/N=C/c1ccc(O)c(O)c1)c1sc2ccccc2c1Cl
→ 52.2	107.9	59.4	96.5	77.9	83.2	114.3	59.2	66.6
O=C1CC(c2ccccc2O)Cc2c1cnn2-c1nc2ccccc2[nH]1 (configuration not stated)
→ 100.1	99.7	101.4	124.2	97.7	98.1	87.4	93.1	85.3
Cc1nc2cc(-c3cc(C(F)(F)F)cc(C(F)(F)F)c3)ccc2c(=O)n1-c1cccc(Cl)c1
→ 101.4	100.8	89.9	91.6	98.4	103.2	87.5	92.3	79.9
COC(=O)c1cc2cc(/C=C3/SC(=S)N(N)C3=O)oc2n1Cc1ccccc1
→ 90.5	101.8	96.0	91.8	84.3	61.7	104.2	68.0	94.1
Cc1ccc2[nH]c(-c3ccc(S(C)(=O)=O)cc3)c(/C=N/NC(N)=O)c2c1
→ 101.2	108.2	95.3	107.7	105.0	87.9	105.0	98.5	82.8
CC[C@H](C)[C@@H](C(=O)O)n1cc(CNC(=O)[C@H](CC(C)C)NC(=O)OCc2ccccc2)nn1
→ 103.5	108.1	107.2	104.5	111.6	101.4	108.9	103.7	94.8
COc1cc(NS(=O)(=O)c2ccc(NC3=C(Cl)C(=O)c4ncccc4C3=O)cc2)ncn1
→ 111.5	113.0	105.9	116.4	103.1	94.1	104.6	118.9	97.0
CCCCCCCCCC(=S)N1CCN(c2ccccc2)CC1
→ 93.3	117.0	98.1	113.9	110.4	88.5	91.7	·	99.9
O=S(=O)(OCCOS(=O)(=O)c1ccccc1)c1ccccc1
→ 102.3	100.4	103.6	72.8	92.6	93.6	102.2	92.6	94.4
C/C=C/C(C(=O)NC(N)=O)C(C)C (configuration not stated)
→ 92.3	100.3	110.6	99.2	97.9	92.4	96.6	95.1	101.5
COc1ccc(OC)c(CCn2cncc2-c2c[nH]c3cc(Br)ccc23)c1
→ 56.3	63.3	50.1	69.6	45.6	·	18.4	34.9	34.5
CC(=O)c1cc2c(C)cc(=O)oc2cc1O
→ 101.6	106.5	99.5	94.0	103.9	95.6	109.8	107.6	85.7
N/C(=N\C(N)=N\c1nc2ccccc2s1)c1ccccc1Cl
→ 96.8	101.4	86.6	105.4	97.8	73.4	95.7	104.0	89.6
COc1cc2oc(-c3cccc(NC(=O)c4cccc(N)c4)c3)cc(=O)c2c(OC)c1OC
→ 82.9	83.2	94.3	92.7	80.6	75.6	82.5	86.4	86.3
S=C(Nc1ccccc1)c1ccccc1
→ 99.4	112.2	105.3	109.1	97.0	93.8	104.5	95.5	95.0
CN(CCSSCCN1CCOCC1)C(=O)Oc1cc2c(c3ccccc13)[C@H](CCl)CN2C(=O)c1cc2cc(OCCCN3CCC3)ccc2[nH]1
→ -86.2*	-70.8*	-100.0*	-64.7*	3.4*	-46.0*	1.0*	-60.3*	-21.9*
COC(=O)[C@@H]1CCCN1C(=O)C1CCCN1C(=O)[C@H](Cc1ccccc1)NC(=S)Nc1cc(C(F)(F)F)cc(C(F)(F)F)c1 (some centres not stated)
→ 94.4	94.5	81.8	92.2	91.0	77.5	88.1	82.6	53.4
COc1ccc(CSc2nnc(-c3ccc(Cl)cc3)n2-c2ccccc2)cc1
→ 93.6	102.8	85.4	107.3	99.5	101.3	110.8	97.4	85.9
COc1ccc(OC)c(Nc2n[nH]c(Cc3ccccc3)n2)c1
→ 106.7	109.3	97.5	98.3	100.5	94.3	100.9	97.7	77.0
C=CC1(C)C(O[Si](C)(C)C(C)(C)C)CC2C3OC(=O)NC31c1cccc3c1[C@H](C(=O)N3C)C2(C)C (some centres not stated)
→ 65.4	76.2	78.7	69.1	73.6	74.4	46.9	67.0	10.6
COc1cccc(-n2cc(C#N)c(N)c2C(=O)c2ccc(Br)cc2)c1
→ 94.6	96.4	91.4	110.9	95.0	·	99.1	86.7	84.2

# One compound at a time, as listed above. Screens in order: SF-539	DU-145	SNB-19	HCC-2998	SF-268	SNB-75	SF-295	U251	PC-3
# COC(=O)[C@@H]1CCCN1C(=O)C1CCCN1C(=O)[C@H](Cc1ccccc1)NC(=S)Nc1cc(C(F)(F)F)cc(C(F)(F)F)c1 (some centres not stated) as listed: 94.4	94.5	81.8	92.2	91.0	77.5	88.1	82.6	53.4
# CC[C@H](C)[C@@H](C(=O)O)n1cc(CNC(=O)[C@H](CC(C)C)NC(=O)OCc2ccccc2)nn1 as listed: 103.5	108.1	107.2	104.5	111.6	101.4	108.9	103.7	94.8
# O=S(=O)(OCCOS(=O)(=O)c1ccccc1)c1ccccc1 as listed: 102.3	100.4	103.6	72.8	92.6	93.6	102.2	92.6	94.4
# C=CC1(C)C(O[Si](C)(C)C(C)(C)C)CC2C3OC(=O)NC31c1cccc3c1[C@H](C(=O)N3C)C2(C)C (some centres not stated) as listed: 65.4	76.2	78.7	69.1	73.6	74.4	46.9	67.0	10.6
# O=C(O)C1(c2ccccc2)CC1 as listed: 98.4	110.2	100.9	98.6	108.5	73.3	78.8	97.8	112.0

# The listing picks up; the 4 compounds before the break are reprinted first.
# Under each structure: SF-539	DU-145	SNB-19	HCC-2998	SF-268	SNB-75	SF-295	U251	PC-3
COc1ccc(CSc2nnc(-c3ccc(Cl)cc3)n2-c2ccccc2)cc1
→ 93.6	102.8	85.4	107.3	99.5	101.3	110.8	97.4	85.9
COc1ccc(OC)c(Nc2n[nH]c(Cc3ccccc3)n2)c1
→ 106.7	109.3	97.5	98.3	100.5	94.3	100.9	97.7	77.0
C=CC1(C)C(O[Si](C)(C)C(C)(C)C)CC2C3OC(=O)NC31c1cccc3c1[C@H](C(=O)N3C)C2(C)C (some centres not stated)
→ 65.4	76.2	78.7	69.1	73.6	74.4	46.9	67.0	10.6
COc1cccc(-n2cc(C#N)c(N)c2C(=O)c2ccc(Br)cc2)c1
→ 94.6	96.4	91.4	110.9	95.0	·	99.1	86.7	84.2
N#Cc1c(-c2ccccc2)nc(SCC(=O)Nc2nc(-c3ccc(Cl)cc3)cs2)[nH]c1=O
→ 100.4	113.1	100.9	81.5	103.4	84.3	98.2	95.3	91.6
Cc1nc2c3c(ncn2n1)Oc1c(c(=O)[nH]c2ccc(Cl)cc12)C3c1ccc(Cl)cc1 (configuration not stated)
→ 83.6	91.2	79.5	104.2	83.3	·	95.9	81.9	75.8
O=C(O)C(Cc1cccs1)c1cccs1 (configuration not stated)
→ 98.5	113.6	99.5	100.0	109.5	105.7	110.4	100.7	90.1
CCCCCOc1ccc(/C=N/Nc2cc(C)nc3ccc(Cl)cc23)cc1
→ -78.2*	5.9*	16.9	-67.7*	72.0	41.0	-86.0*	-75.0*	9.8*
N#Cc1c(-c2cccnc2)nc(SCCCCC(=O)NO)[nH]c1=O
→ 106.6	109.1	102.3	110.6	108.2	103.1	113.2	101.5	104.8
CCOC(=O)C(N)CSC(=O)NC (configuration not stated)
→ 169.5	137.1	106.3	111.7	158.0	·	113.0	124.5	119.4
COc1ccc(CN2C(=O)CSC2c2cc(OC)c(OC)c(OC)c2)cc1OC (configuration not stated)
→ 109.4	114.7	103.8	111.1	113.3	105.2	103.6	104.4	111.3
Cn1cc(-c2nn3cc(-c4cccnc4)nc3s2)c2cc(F)ccc21
→ 80.3	98.1	84.7	96.6	111.7	86.9	92.5	96.8	79.4
CC(C)(C)n1cc(-c2ccnc(NCCNS(=O)(=O)c3ccc(F)cc3)c2)c(-c2ccccc2)n1
→ 94.9	94.4	96.1	112.6	98.5	90.5	85.6	80.8	77.9
COc1ccc(OC)c(/C=C2/C3=C([C@@H](c4cc(OC)ccc4OC)C(C#N)=C(N)O3)[C@H]3CCC2N3C)c1
→ 101.6	98.1	89.2	114.5	90.1	69.3	105.4	86.8	76.0
CSc1nc(-c2ccco2)c2c(N)nn(S(=O)(=O)c3ccc(C)cc3)c2n1
→ 89.7	104.2	89.8	87.9	100.8	91.6	93.6	91.1	91.6
O=C(O)c1ccc(-c2nn(-c3ccc(C(=O)O)cc3)cc2CNc2ccccn2)cc1
→ 87.2	107.6	96.9	112.7	81.2	78.1	98.1	102.6	96.2
COc1cc(CO)ccc1OCc1ccccc1
→ 100.3	100.1	·	116.7	103.7	89.4	101.1	96.4	102.6
COc1ccccc1-n1c(-c2csc(NC(C)=O)n2)n[nH]c1=S
→ 112.2	119.4	114.4	101.5	110.6	86.5	·	·	95.4
Cc1cccn2c(=S)[nH]nc12
→ 90.8	113.9	116.1	101.8	112.3	84.9	105.5	114.0	102.6
COc1cc(/C=N\NC(=O)c2ccc3nc(-c4ccc(Br)cc4)[nH]c3c2)cc(OC)c1OC
→ 32.6	65.6	59.3	73.1	51.7	57.1	32.5	45.1	46.2
O=[N+]([O-])c1ccccc1Sc1ccccc1[N+](=O)[O-]
→ 94.8	104.2	106.2	97.5	88.0	80.8	101.2	90.6	87.5
COc1ccc(/C=N/NC(=O)c2cnn3c2NC(c2ccccc2)C3)cc1OC (configuration not stated)
→ 63.4	81.1	62.6	67.0	73.7	51.6	36.3	54.4	56.9
Cc1ccccc1N=Nc1ccc2c(S(=O)(=O)O)cccc2c1O
→ 97.2	109.5	98.0	100.7	98.3	79.9	96.6	101.1	98.5
Cc1cccc(C(O)C(O)c2cccc(C)n2)n1 (configuration not stated)
→ 106.6	107.5	105.6	104.1	104.2	91.6	116.0	112.4	104.1
COc1cc(Cl)c(C)cc1NC(=O)c1cc2ccccc2cc1O
→ 22.1	26.4	23.1	17.0	24.0	21.4	-15.1*	6.7*	2.1*
CCCNc1nc(C)[nH]c(=O)c1S
→ 115.4	91.3	93.1	111.9	101.2	91.2	119.0	95.0	87.4
COc1ccc(/C=C/Br)cc1
→ 105.6	108.0	109.3	89.6	98.3	99.3	99.1	96.2	98.8
O=C(Nc1ncc(Cc2cc(C(F)(F)F)ccc2Cl)s1)C(=S)N1CCOCC1
→ 100.7	100.1	96.9	100.9	88.7	86.7	88.8	90.3	81.3
COc1cc2c(c(OC)c1OC)C(=O)CC(c1cccc(NC(=O)[C@@H](NC(=O)OC(C)(C)C)C(C)C)c1)O2 (some centres not stated)
→ 96.4	98.9	96.1	104.4	98.2	·	100.5	104.0	99.3
O=C(c1ccc(Cl)cc1)C(F)(Cl)Cl
→ 99.3	108.2	102.3	106.6	101.5	99.9	99.0	100.8	101.1
COc1ccc(-c2cc(-c3cccnc3)c(C#N)c(=O)[nH]2)cc1S(N)(=O)=O
→ 97.9	106.7	93.2	100.3	101.5	93.0	94.3	101.6	101.6
CC(C)(C)[Si](C)(C)OCC1CCC(n2cnc3c(N)ncnc32)O1 (configuration not stated)
→ 105.2	102.5	117.2	99.5	96.0	89.2	107.4	96.8	97.4
CCCCc1ccc(N2CCC(=S)NC2=S)cc1
→ 98.3	109.4	98.4	104.4	95.7	83.8	101.9	100.0	102.7
COc1cc(C2CC(=O)Nc3c2c(C)nn3-c2nc3ccccc3[nH]2)cc(OC)c1O (configuration not stated)
→ 72.8	96.4	44.1	88.9	40.1	6.1*	-34.2*	53.3	68.1

# The list goes on.
# Under each structure: SF-539	DU-145	SNB-19	HCC-2998	SF-268	SNB-75	SF-295	U251	PC-3
C/C(=N\NC(N)=O)c1ccc(Cl)cc1
→ 102.9	106.7	109.0	105.7	97.8	83.7	103.0	94.6	97.4
Cc1nnc(Nc2nc(O)c(C3=c4cc(Cl)ccc4=NC3=O)s2)s1
→ 107.5	105.1	110.3	102.1	98.9	84.9	97.5	103.2	94.5
Cc1ccc(-c2csc(C3=C(O)CN(NC(=O)c4cccs4)C3=N)n2)cc1
→ 99.5	115.9	107.7	107.1	164.0	100.6	123.7	105.7	74.2
CCCCCCN(CCOC(=O)c1ccc([N+](=O)[O-])cc1)CCOC(=O)c1ccc([N+](=O)[O-])cc1
→ 109.0	101.8	103.5	104.1	102.0	101.9	96.1	100.3	102.7
C=CCNc1nc2cc3c(C)c(CC)c(=O)oc3c(C)c2o1
→ 95.0	91.1	89.2	103.8	88.0	63.7	87.5	82.1	80.7
Cc1ncc(C(=O)Nc2ccc(CN3CCN(C)CC3)c(C(F)(F)F)c2)cc1C#Cc1cnc(N)c2ncccc12
→ 29.8	34.0	81.0	52.1	29.8	50.9	48.8	45.7	5.2*
COc1ccc(/C=N\NC(=O)c2cnn(CC(O)c3ccccc3)c2N)cc1 (configuration not stated)
→ 87.6	101.1	94.0	97.6	93.7	85.9	94.1	96.1	79.8
COc1ccc(-c2nnc(CNc3ccc(Cl)cc3)o2)cc1O
→ 100.3	101.5	95.1	87.6	89.7	85.8	106.0	89.0	81.0
CC1(C)CCC(=NNC(N)=S)CC1
→ 98.1	110.8	107.8	100.9	103.4	88.2	88.2	104.6	109.0
